# Growth percent in the NCI-60 one-dose screen (48 h, 10 µM unless noted): 100 = growth as untreated, 0 = no growth, -100 = all killed.
# HL-60(TB) = HL-60(TB) leukemia cells. 78,000 tested, 9% active; active means growth percent below 10
# * marks the source's active call; other numbers are inactive results; [ ] = dose if it differs, or a comment. An excerpt. The share of hits here may be higher or lower than overall.
SMILES,HL-60(TB)
COc1cc(CNC(=O)C[C@H](C)CCC=C(C)C)ccc1OCc1cn(-c2ccccc2F)nn1,92
Cc1cc(N[C@@H]2CCC[C@H](Nc3ccnc4cc(Cl)ccc34)C2)nc(N2CCCCCC2)n1,-72*
CSC(=Nc1ccc(N(C)C)cc1)NC#N,95
CCNCCNc1cc(-c2ccc(F)cc2)c(C#N)c2nc3ccccc3n12,-49*
CCCc1oc2ccccc2c(=O)c1C(=O)c1ccc(OC)cc1,142
Nc1nc(-c2n[nH]c(=S)n2-c2ccc(Cl)cc2)cs1,57
Cc1c(O)c(=O)ccn1-c1ccc2sc(N)nc2c1,98
Cc1ccn2c(C(=O)NCc3ccc(OCc4cn(Cc5ccccc5)nn4)cc3)c(C)nc2c1,100
Cc1ccc(S(=O)(=O)OC[C@@]2(C)CC[C@]3(C)CC[C@]4(C)C(=C3C2)C=C[C@@H]2[C@@]3(C)CCCNC(C)(C)[C@@H]3CC[C@]24C)cc1,-58*
CCCCN(CCO)CC(O)Cn1cnc2c(N)ncnc21 (configuration not stated),98
O=C1N[C@H]2[C@H](CS[C@H]2CCCCC(=O)N(CCP(c2ccccc2)c2ccccc2)CCP(c2ccccc2)c2ccccc2)N1,73
COc1cc(CCCO)c(OC)c(OC)c1OC,98
Cc1ccc(S(=O)(=O)Nc2nnc(-c3ccc(Cl)cc3)s2)cc1,103
COc1ccc([C@H]2Nc3c(c(C(C)(C)C)nn3-c3ccccc3)C(=O)[C@]23CCCC3=O)cc1,101
CCCN1CC(c2ccc(OC)c(OC)c2)=C(c2c[nH]c3ccccc23)C1=O,97

# Some of these compounds in order of formula weight, falling.
SMILES,HL-60(TB)
O=C1N[C@H]2[C@H](CS[C@H]2CCCCC(=O)N(CCP(c2ccccc2)c2ccccc2)CCP(c2ccccc2)c2ccccc2)N1,73
Nc1nc(-c2n[nH]c(=S)n2-c2ccc(Cl)cc2)cs1,57
COc1cc(CCCO)c(OC)c(OC)c1OC,98

# Further entries follow:
SMILES,HL-60(TB)
CCC1(c2ccccc2)C(=O)NCNC1=O,108
Sc1ccc2ccccc2c1,95
NS(=O)(=O)Oc1ccc2c(c1)O/C(=C\c1cccc3ccccc13)C2=O,99
C=CCOc1cccc(/C=C/C(=O)c2sc(Nc3cccnc3)nc2C)c1,43
Cc1[nH]c2ccccc2c1C1=CC(=O)C=CC1=O,12
O=C(c1ccc(-c2ccccc2)cc1)C1(Br)CCCCC1,97
N#C/C(=C\c1ccc(Br)cc1)n1nnc2cc(F)c(F)cc21,-16*
CC(=O)c1cc(C(=O)c2ccc(Br)cc2)n2c(C)cccc12,96
NS(=O)(=O)c1ccc(Nc2ccc3nnc(-c4ccncc4)n3n2)cc1,102
Cc1ncc([N+](=O)[O-])n1CCOc1ccc(C(=O)/C=C/c2ccc(C(F)(F)F)cc2)cc1,54
Nc1nnc(-c2c[nH]c3ncccc23)c(-c2c[nH]c3ccc(F)cc23)n1,83
O=C(/C=C/c1ccc(Oc2ccc(Cl)cc2)cc1)c1cc2ccccc2oc1=O,106
CCN(Cc1ccccc1)C1CCN(Cc2cc(Br)ccc2O)CC1,50
Cc1ccccc1-c1cc(Cc2ccc(F)cc2)c(=O)[nH]n1,54
O=C(C1CC1)C1CC1,107
C=CCOc1cccc(/C=C2\SC(=S)N(C3CC(=O)N(c4ccc(Cl)cc4)C3=O)C2=O)c1 (configuration not stated),94
O=C(Oc1ccc(-c2cssc2=S)cc1)c1cn(C2CC2)c2cc(N3CCNCC3)c(F)cc2c1=O,97
CSc1nc(N)nc(C)c1Br,88
O=C(COc1ccc(/C=C2\Oc3ccccc3C2=O)cc1)Nc1nc2c(s1)CCCC2,-72*
CC(=O)OC1=C2C(C[C@H]3[C@@H]4CC[C@@H]5C[C@H](O)CC[C@]5(C)[C@H]4C(=O)C[C@]23C)C(C(=O)O)=C(C(=O)O)C1 (some centres not stated),104
CCN(CC)CCNC(=O)c1ccccc1C(=O)c1ccccc1,64
COc1ccc2sc3c(NCCCO)nc4ccccc4c3c(=O)c2c1,93
COc1c(N)c2c(c([N+](=O)[O-])c1OC)C(=O)OC2,95
CC(=O)n1nc(-c2ccc(C)cc2)cc1-c1ccccn1,145
COc1cc(OC)c2oc(=O)cc(-c3nc4cc(Cl)c(F)cc4s3)c2c1,94
COc1ccc(/C=C/C(=O)c2nc3ccccc3n2Cc2ccc(F)cc2)cc1OC,66
C=C(C)[C@@H]1CC[C@]2(C#N)CC[C@]3(C)[C@H](CC[C@@H]4[C@@]5(C)Cc6c([nH]c7ccccc67)C(C)(C)[C@@H]5CC[C@]43C)[C@@H]12,90
CCCNC(=O)/C(=C/c1c[nH]c2ccccc12)NC(=O)/C=C/c1ccccc1,99
CCOC(=O)c1c(C)c2c(n1C)CSCC2=O,54[100 µM]
COC(=O)c1c(NC(=O)CN2CCc3cc(OC)c(OC)cc3C2)sc2c1CCC2,100
O=c1c2ccccc2c2c3c1cccc3c1cccc3c(=O)c4ccccc4c2c31,105
Nc1nc2c(C(=O)Nc3ccccc3)c(Nc3ccccc3)nn2cc1-c1nc2ccccc2s1,109
O=c1c(-c2n[nH]c(=S)n2-c2ccccc2)cnc2nc[nH]n12,102
CN1C(=O)N(C)C2(c3ccccc3)N(CC(=O)NCCc3ccccc3)C(=O)NC12c1ccccc1 (configuration not stated),99
CC(C)N(C(=O)C(Cl)Cl)C(C)C,101
CC(=O)NNC(=S)/N=C\c1c(O)c2ccccc2oc1=O,113
[2H]C1NC([2H])C([2H])(c2ccc(-n3cc4cccc(C(N)=O)c4n3)cc2)C([2H])C1[2H] (configuration not stated),69
COC(=O)[C@H]1[C@H]2C[C@@H]3c4[nH]c5cc(OC)ccc5c4CCN3C[C@H]2C[C@@H](OC(=O)CC(C)=O)[C@@H]1OC,112
C=CC(=O)Nc1ccc(C(=O)/C=C/c2ccc(N(C)CCF)cc2)c(O)c1,-32*
O=c1c2ccccc2nc(CN2CCOCC2)n1/N=C/c1ccc([N+](=O)[O-])cc1,102
CC(=O)NCCc1nc2ccccc2n1Cc1ccc(C(C)C)cc1,54
CNC[C@H](O)c1cccc(O)c1,103
CC(=O)OC1C=CN(C(C)=O)C(SC(C)(C)C)C1(C)O (configuration not stated),99
c1ccc2sc(SCN3CCOCC3)nc2c1,93
O=C1NC(=O)C(=Cc2cn(C[C@@H](O)Cn3c4ccccc4c(=O)c4ccccc43)c3ccccc23)C(=O)N1,103

# Rewritten with tabs: entries from further up
canonical_smiles	HL-60(TB)
COC(=O)c1c(NC(=O)CN2CCc3cc(OC)c(OC)cc3C2)sc2c1CCC2	100
C=CCOc1cccc(/C=C2\SC(=S)N(C3CC(=O)N(c4ccc(Cl)cc4)C3=O)C2=O)c1 (configuration not stated)	94

# The results go on:
SMILES,HL-60(TB)
CC(=O)O[C@H]1C[C@@]2(C)[C@@H](C[C@@H](O)[C@H]3[C@@]4(C)CC[C@H](NCc5ccccc5)[C@@H](C)[C@@H]4CC[C@@]32C)/C1=C(\CCC=C(C)C)C(=O)O,90
COc1ccc(N)c2c1C(=O)c1ccccc1C2=O,46
Cc1cc(-c2ccccc2)cc(=O)[nH]1,99
CCOC(=O)c1c(CNCC(C)O)nc2ccc(Cl)cc2c1-c1ccccc1 (configuration not stated),74
O=C(CSc1nc2ccccc2c(=O)n1CCc1ccccc1)Nc1ccc(F)cc1,99
O=C(CN1C(=O)/C(=C/c2ccco2)SC1=S)NCCc1c[nH]c2ccccc12,86
O=Nc1ccc(O)cc1,77
CCCOc1ccc(/C=N/Nc2cc(C)nc3ccc(Br)cc23)cc1,55
CCOCc1nc2nc(Cl)c(Cl)nc2[nH]1,100
COc1cccc2cc(-c3cc4ccccc4[nH]3)c(=NC(=O)c3ccc(Cl)cc3)oc12,72
c1ccc2c(c1)nc(CN1CCOCC1)n1cc(N3CCCC3)nc21,83
Cn1cc(-c2nc(N)nnc2-c2c[nH]c3ccc(F)cc23)c2cc(Br)cnc21,-34*
CC1(C)CC(=O)NC(=O)C1,103
CCCCCCN1C(=O)C2=C(c3ccc(Cl)cc3)Nc3c(c(C)nn3-c3ccccc3)C2c2ccccc21 (configuration not stated),102
Cc1n(Cc2ccc3ccccc3n2)c2ccccc2[n+]1Cc1ccc2ccccc2n1,51
C=C(C)[C@@H]1CC[C@]2(C(N)=O)CC[C@]3(C)[C@H](CC[C@@H]4[C@@](C)(CC/C(N)=N/O)[C@H](C(=C)C)CC[C@]43C)[C@@H]12,104
O=c1ccnc(Nc2ccc(Cl)cc2)[nH]1,94
N[C@@H](Cc1ccccc1)[C@@H](O)C(=O)NCCN1CCOCC1,111
CN1C(=O)N(C)C2C1NC(=S)N2/N=C/C=C/c1ccccc1[N+](=O)[O-] (configuration not stated),-35*
CCN(Cc1ccccc1)C(=O)C1CCN(Cc2c[nH]c3ccccc23)CC1,74
CCC(Cc1ccccc1)=C(c1ccc(O)cc1)c1ccc(O)cc1,99
Cc1ccccc1CNc1ncnc2[nH]ncc12,49
O=C(c1ccccc1)C1OC1c1ccc([N+](=O)[O-])cc1 (configuration not stated),62
COc1ccc(-c2nc(SCCC(C)C)nc(N/N=C\c3cccc([N+](=O)[O-])c3)c2C#N)cc1,97
COc1cnc2c(c1)C(=O)c1c-2n(CCCNC(C)C)c(=O)c2cc(OC)c(OC)cc12,63
O=C(NN1C(=O)/C(=C/C=C/c2ccc([N+](=O)[O-])o2)SC1=S)c1cccc(O)c1,-2.3*
COc1ccc(C2C3=C(COC3=O)N(CCO)c3cc4c(cc32)CCC4)cc1 (configuration not stated),4.7*
Cc1ccc(NC(=O)CSc2nc3ccccc3c(=O)n2CCc2ccc(S(N)(=O)=O)cc2)cc1,91
CN1CCN(C(=O)Nc2ccc([N+](=O)[O-])cc2)CC1,34
O=C(/C(Cl)=N/O)c1ccccc1,83

# The last 6 compounds of the section before come first, to join the parts:
SMILES,HL-60(TB)
COc1cnc2c(c1)C(=O)c1c-2n(CCCNC(C)C)c(=O)c2cc(OC)c(OC)cc12,63
O=C(NN1C(=O)/C(=C/C=C/c2ccc([N+](=O)[O-])o2)SC1=S)c1cccc(O)c1,-2.3*
COc1ccc(C2C3=C(COC3=O)N(CCO)c3cc4c(cc32)CCC4)cc1 (configuration not stated),4.7*
Cc1ccc(NC(=O)CSc2nc3ccccc3c(=O)n2CCc2ccc(S(N)(=O)=O)cc2)cc1,91
CN1CCN(C(=O)Nc2ccc([N+](=O)[O-])cc2)CC1,34
O=C(/C(Cl)=N/O)c1ccccc1,83
CSc1nc2nc(Cl)c(Cl)nc2[nH]1,90
Cc1ccc2nc(/C(C#N)=C(/CCCO)NC(Cc3ccccc3)C(=O)OCc3ccccc3)[nH]c(=O)c2c1 (configuration not stated),122
O=C(Cn1c(-c2cc3ccccc3oc2=O)nc2ccc(F)cc21)Nc1nc2ccccc2s1,91
Cc1ccc2nc3[nH]c(=O)sc3cc2c1,58
COc1ccc(COC(=O)Sc2nc(C)cc(C)n2)cc1,78
Cc1ccc(Nc2nnc(-c3cc(F)c(F)c(F)c3)o2)cc1,100
Cn1cc(-c2ccc(F)c(C(F)(F)F)c2)nc1C1CCN(c2ncnc3[nH]ncc23)CC1,85
S=C(S)N(Cc1ccccc1)Cc1ccccc1 (tested in a mixture with another compound),54
COc1ccc(-c2nc(NC(=O)c3ccc(OC)c(OC)c3)n[nH]2)cc1,87
CCOC(=O)c1cc(C(=O)c2cc(OC)cc(OC)c2)n2c1ccc1c3cccnc3ccc12,75
O=C1NC(=S)NC(=O)C1CC(=O)n1c(-c2ccccc2)nc2ccccc21,104
CN1CCc2c(sc3ncnc(N/N=C/c4ccc(F)cc4)c23)C1,106
CC(=O)c1cccc(OC(=O)Oc2cccc(C(C)=O)c2)c1,85
CSCCC(NC=O)C(=O)O (configuration not stated),104
CCCCCc1ccc(S(=O)(=O)Nc2cc(-c3csc(NC(=O)CN4CCN(C)CC4)n3)ccc2OC)cc1,-52*
COC(=O)c1nc[nH]c1[N+](=O)[O-],94
C=CCNS(=O)(=O)Cc1cc(-c2ccc(C)cc2)no1,97
CC(C)CCN(CCCNc1c2c(nc3ccccc13)CCCC2)CCC(C)C,102
CN1C(=O)N(C)C2NC(N/N=C/c3ccc([N+](=O)[O-])cc3)=NC21 (configuration not stated),108
CC(=O)c1ccncc1,108
O=C(O)CNc1ccc(O)cc1,99
CN[C@]1(c2ccccc2Cl)CCCC[C@H]1NCCCN1CCN(C)CC1,94
COC(=O)C1(c2cccs2)CCN(C)CC1,101
N#Cc1ncc(-c2ccc(C(F)(F)F)cc2)c(N2CCC3(CC2)OCCO3)n1,81
O=C(NCc1ccco1)Nc1cccc2c(NC(=O)NCc3ccco3)cccc12,66[100 µM]
O=C(O)CNc1ncnc2nc[nH]c12,102
CCCC(=O)NC1CCCCC1,98
Cc1ccc2c(c1)C(=O)/C(=C/c1c([N+](=O)[O-])ncn1C)O2,94
COc1ccc2c(c1)c(/C=N/Nc1ccc3ccccc3n1)cn2C,-58*
NS(=O)(=O)c1cccc(Nc2nc(SCC(=O)c3ccc(Cl)cc3)nc3ccccc23)c1,91
O=C(Nc1cccc(-c2ccc(Cl)c(C(F)(F)F)c2)c1)C1CCN(Cc2cccc3cccnc23)CC1,-54*
Cc1cc(CO)c(O)c(CO)c1,80
COc1ccc(C(=O)c2cc(C(=O)/C=C/c3cn(C)c4ccc(OC)cc34)c3cc(C)ccn23)cc1,94
COc1cc2oc(-c3ccc(NC(=O)c4cccc(C#N)c4)cc3)cc(=O)c2c(OC)c1OC,83
Nc1sc2c(c1-c1nnc(-c3ccccc3)o1)CCCC2,98
COc1ccc(/C(C)=C(\c2ccc(Cl)cc2)c2ccc(OCCCN(C)C)cc2)cc1,67
COC(=O)C1CC23C=CCN4CCC5(c6ccccc6NC15C2C)C43 (configuration not stated),67
